# Screening data deposited in PubChem by Sanford-Burnham Center for Chemical Genomics.
# Hsp70 displacement – Hsp70 inhibitors, probe displacement, primary screen, biochemical, fluorescence polarization (AID 583) | displacement, % at 20 µM; hits with a dose series show IC50 in µM | Hsp70 fluorescence polarization probe displacement, mP; higher % means a stronger effect | 0.06% of 140,000 active; in the data active = displacement above about 50%;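 note: plate controls were vehicle for no effect and reference ligand for full effect; a part of the inactive calls stands beside numbers as strong as those of hits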
# Rat MKP-3 inhibitors – MKP-3 phosphatase inhibitors, primary screen, biochemical, rat enzyme, in vitro (AID 425); recombinant MKP-3 phosphatase activity, fluorescence; higher % means a stronger effect; inhibition, % at 20 µM, or IC50 in µM where a hit was titrated; 0.17% of 110,000 active; in the data active = inhibition above about 50%;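 note: plate controls were vehicle for no effect and reference inhibitor for full effect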
# An asterisk follows results filed as active; / = no result given; & = joins results of further samples. Not all compounds are listed (hit frequency here may not be typical).
No.	Molecule	Hsp70 displacement	Rat MKP-3 inhibitors
1	Cc1ccc(C(=O)N/N=C/c2ccc(S(=O)(=O)O)o2)c(Cl)c1	-0.9%	/
2	Cn1cccc1/C=C1/C(=O)NC(=S)N(c2cccc(Cl)c2)C1=O	38%	61%*
3	O=C1CC(c2cc3c(cc2Cl)OCO3)c2cc(Br)c3ccccc3c2N1 (stereo not drawn)	2.0%	4%
4	COc1ccc(OC)c(NC(=S)NC(=O)c2ccccc2Cl)c1	-2.8%	4%
5	COc1ccc(CNS(=O)(=O)c2ccc(C)cc2)cc1	0.0%	2%
6	CCC(C)NC(=O)C1(C)CCC(=O)N1Cc1ccccc1OC (stereo not drawn)	0.3%	-1%
7	COc1ccc(CNc2cc(C)ccc2C)c(OC)c1OC	-0.3%	4%
8	Cc1cc(NC(=O)c2cccnc2)ccc1Br	1.1%	1%
9	Cn1c(NCc2ccccc2Cl)nc2ccccc21	0.5%	-2%
10	CC1(C)Cc2c(oc3ncn4ncnc4c23)CO1	2.1%	-9%
11	Cc1ccccc1-c1cc(C(=O)O)c2ccccc2n1	0.6%	-1%
12	CCOc1ccccc1NC(=O)Cc1ccccc1	2.7%	1%
13	NC(=O)c1ccccc1NC(=O)c1ccccc1F	-1.6%&-6.3%	-4%&1%
14	O=c1oc2ccccc2cc1-c1nn(-c2ccccc2)cc1/C=N/O	-2.3%	48%
15	CC1=C(C(=O)Nc2ccccc2Cl)C(c2cccc(Br)c2)NC(=O)N1 (stereo not drawn)	2.4%	5%
16	Cc1[nH]c2ccccc2c1C=Nc1cc(Cl)cc(Cl)c1	-4.3%	-3%
17	Cn1cnnc1SC(C(=O)Nc1ccc(F)cc1)c1ccccc1 (stereo not drawn)	-6.2%	/
18	N#Cc1ccccc1NC(=O)c1ccc(-c2ccccc2Cl)o1	/	-25%
19	Cn1c(=O)cc(SCC(=O)Nc2cccnc2)c2ccccc21	-3.8%	1%
20	Cc1ccc(/C=C2/SC(=S)N(CCC(=O)N3c4ccccc4Sc4ccc(Cl)cc43)C2=O)cc1	-0.9%	0%
21	Cc1ccc(NC(=O)c2sc(N)c(C(=O)OC(C)C)c2C)cc1	1.5%	0%
22	O=C(NC(=S)Nc1c(Cl)cc(Cl)cc1Cl)c1ccco1	0.4%	0%
23	Clc1ccc2c(c1)CCc1cccnc1C2=C1CCNCC1	-1.6%	/
24	COc1ccc(C(=O)CSc2nnc(COc3ccccc3)n2Cc2ccco2)cc1	0.6%	-5%
25	Cn1c(N/N=C\c2ccc(Cl)cc2Cl)cc(=O)n(C)c1=O	-1.5%	4%
26	CCN1C(=O)CC(C(=O)Nc2ccc(F)cc2)SC1=Nc1ccc2c(c1)OCO2 (stereo not drawn)	1.8%	-1%
27	CN(C)/C=C1/C=C(c2ccccc2)OC1=O	-2.5%&0.7%	2%
28	O=C(NCc1ccco1)c1cc2nc(-c3ccccc3)cc(-c3ccccc3)n2n1	0.7%	2%
29	O=P(c1ccccc1)(c1ccccc1)C1COCCO1 (stereo not drawn)	-0.6%	4%
30	CCSc1nc2sc3c(c2c2nnnn12)CCN(C)C3	0.3%	4%
31	COc1ccc2ccccc2c1C1CC(=O)N2CN(C3CCCCC3)CSC2=C1C#N (stereo not drawn)	3.4%	-5%
32	COc1ccc(C2=NN(C(=O)CCC(=O)O)C(c3cccs3)C2)cc1 (stereo not drawn)	0.4%	-4%
33	CC1=NC(=O)C(N=Nc2ccccc2)N1c1ccccc1 (stereo not drawn)	-3.7%	/
34	CC(NS(=O)(=O)c1ccccc1)C1COc2ccccc2O1 (stereo not drawn)	-3.5%	3%
35	CC(C)(C)SCCN=C1NS(=O)(=O)c2cc([N+](=O)[O-])ccc21	-0.3%	7%
36	CC(C)(C)c1ccc(OCC(=O)N/N=C/c2ccc(O)c([N+](=O)[O-])c2)cc1	-1.5%	1%
37	O=C(NCc1ccco1)c1cccc(F)c1	2.7%	3%
38	COc1ccccc1-n1c(-c2ccc(NS(C)(=O)=O)cc2)n[nH]c1=S	4.9%	/
39	Cn1c(C(C#N)C(=O)c2sc3ccccc3c2Cl)nc2ccccc21 (stereo not drawn)	-4.2%	-12%
40	CCOC(=O)Cc1csc(NC(=O)CSc2nnc(C3CC3)n2C)n1	1.7%	-2%
41	O=C(N=Nc1c(O)n(CN2CCOCC2)c2ccc(Br)cc12)c1cccnc1	1.8%	2%
42	CCCCNC1C(CC)C(CCC)C(C#N)(C#N)C1(C#N)C#N (stereo not drawn)	-1.8%	5%
43	CC(OC(=O)Cn1c(C(F)(F)F)nc2ccccc21)C(=O)N1CCCc2ccccc21 (stereo not drawn)	-9.4%	/
44	COc1ccc(C(C)=O)cc1CSCCC(=O)O	1.0%	-4%
45	Cn1cc([N+](=O)[O-])cc1-c1nc2ccccc2n1C	3.5%	0%
46	O=C(CCCN1C(=O)c2ccccc2C1=O)NCCCN1CCOCC1	0.4%	-3%
47	C=CCN(CC=C)S(=O)(=O)c1ccc2nc(NC(=O)C(C)C)sc2c1	-0.5%	-4%
48	Cn1c(=O)[nH]c(=O)c2c1nc(NC1CCCCC1)n2CC(=O)NC1CCCCC1	4.7%	-6%
49	COC(=O)CSc1nnc(CNC(=O)c2ccccc2OC)n1C	-4.0%	4%
50	CCn1c(O)c(/C=N/N=C/c2ccccc2)c2ccc(C3=NNC(=O)CC3)cc21	-14%&-20%	8%
51	O=C(Nn1cnnc1)c1ccccc1Cl	1.1%	4%
52	COCCOC(=O)c1ccc(NC(=O)COc2ccc(Cl)cc2)cc1	-2.8%	3%
53	CCOc1cc(C(=O)OCC(=O)c2c(C)[nH]c3ccccc23)ccc1OCC(=O)N1CCOCC1	-3.3%	-15%
54	O=C(O)C1CCCCC1C(=O)NCCc1ccccc1 (stereo not drawn)	4.2%	-1%
55	Clc1ccc(OCCCN2CCCC2)cc1	-3.5%	-1%
56	COc1ccc(C2C3C(=O)N(c4ccccc4)C(=O)C3N3CCCN23)cc1 (stereo not drawn)	-2.2%	3%
57	N#Cc1cccc(NC(=O)COc2ccc(-n3ccnc3)cc2)c1	0.2%	-2%
58	Cc1nnc2ccc(Oc3ccc(-c4ccccc4)cc3)nn12	2.0%	-4%
59	CC(=O)N1CCN(C(=O)CNc2cc(C(F)(F)F)ccc2OCC(F)(F)F)CC1	2.0%	-10%
60	Cc1onc(-c2ccccc2)c1C(=O)Nc1ccnn1C1CCCCC1	-1.4%	-12%

# (continued)
No.	Molecule	Hsp70 displacement	Rat MKP-3 inhibitors
61	CCc1ccc(NC(CC(=O)c2ccc(OC)cc2)c2ccc(OC)cc2)cc1 (stereo not drawn)	-1.3%	1%
62	COc1cc(-n2c3nc4ccccc4nc3c3c(=O)n(Cc4ccco4)cnc32)cc(OC)c1OC	3.3%	-12%
63	CC(=O)c1c(C)nc(-c2ccccc2)nc1NC(=O)Cc1ccccc1	1.2%	3%
64	CN=Cc1cc(-c2ccccc2)sc1O	-4.1%	-4%
65	CCc1ccccc1NC(=O)c1cnccn1	6.9%	1%
66	CCOC(=O)C1CCCCN1Cc1ccc(C(F)(F)F)cc1 (stereo not drawn)	-3.4%	/
67	COc1ccccc1CNC(=O)C1CCN(c2nc3ccccc3o2)CC1	0.4%	-1%
68	O=C(CC(CC(=O)c1nc2ccccc2s1)c1ccccn1)c1nc2ccccc2s1	1.9%	0%
69	O=S(=O)(c1ccc(NC(=S)Nc2ccccc2)cc1)N1CCCCCC1	3.6%	-2%
70	CCN1C(=O)CSC1=NC12CC3CC(CC(C3)C1)C2	1.1%	/
71	CCCn1c(SCC(=O)Nc2nnc(-c3ccccc3)s2)nnc1-c1ccccn1	5.3%	-6%
72	CN(C)c1ccc(P(=O)(OC2CCCCC2)C(O)c2cccnc2)cc1 (stereo not drawn)	0.2%	-5%
73	O=C(CSc1nc2ccccc2n1CCc1ccccc1)NC1CCS(=O)(=O)C1 (stereo not drawn)	-8.1%	/
74	O=c1cc2c(nn1Cc1cccc(Cl)c1)-c1ccccc1CC2	8.0%	/
75	COc1ccc(C2Sc3nncn3N2Cc2ccc(C#N)cc2)cc1 (stereo not drawn)	2.9%	-10%
76	Clc1ccccc1-c1nc(N2CCCC2)c2ccccc2n1	1.3%	5%
77	CCc1c(C)nc(SCC(=O)c2cccs2)c(C#N)c1C	-4.3%	/
78	CCN1C(=O)/C(=C2/Oc3ccc4ccccc4c3N2C)OC1=S	0.2%	2%
79	CCOC(=O)c1c(C)n(C)c2ccc(OCC(O)Cn3nc(C)c(Br)c3C)cc12 (stereo not drawn)	-2.1%	/
80	O=C(NCCOCc1ccccc1)c1ccccc1Br	-3.1%	1%
81	CCc1ccccc1N1CC23C=CC(O2)C(C(=O)O)C3C1=O (stereo not drawn)	4.3%	-5%
82	Cc1ccc2oc(C(=O)Nc3cccnc3)c(C)c2c1	1.4%	5%
83	O=C(NCC1CCCO1)C1CCN(S(=O)(=O)c2cccnc2)CC1 (stereo not drawn)	/	-10%
84	O=C1/C(=C/c2cccnc2)Oc2cc(OS(=O)(=O)c3ccc(Cl)cc3)ccc21	-4.4%	/
85	Cc1cc(C(=O)OCC(=O)Nc2ccccc2F)c(C)o1	6.3%	/
86	Cc1cc(C(=O)OCC(=O)NC(=O)NC(C)(C)C)c(C)o1	8.1%	-2%
87	O=C(Nc1ccccc1Cl)c1ccc(CN2CCOCC2)cc1	-5.1%	2%
88	O=C(/C=C/c1ccc2c(c1)OCO2)Nc1ccc(N2CCCCC2)cc1	2.1%	0%
89	CCC(C)(C)n1nnnc1C(CC(C)C)N1CCC(C(N)=O)CC1 (stereo not drawn)	3.2%	-9%
90	COc1ccc(OCC(=O)OCCN2C(=O)c3ccccc3C2=O)cc1	1.3%	-2%

# Ordered by SMILES length (descending): part of the list above.
No.	Molecule	Hsp70 displacement	Rat MKP-3 inhibitors
62	COc1cc(-n2c3nc4ccccc4nc3c3c(=O)n(Cc4ccco4)cnc32)cc(OC)c1OC	3.3%	-12%
84	O=C1/C(=C/c2cccnc2)Oc2cc(OS(=O)(=O)c3ccc(Cl)cc3)ccc21	-4.4%	/
79	CCOC(=O)c1c(C)n(C)c2ccc(OCC(O)Cn3nc(C)c(Br)c3C)cc12 (stereo not drawn)	-2.1%	/
68	O=C(CC(CC(=O)c1nc2ccccc2s1)c1ccccn1)c1nc2ccccc2s1	1.9%	0%
73	O=C(CSc1nc2ccccc2n1CCc1ccccc1)NC1CCS(=O)(=O)C1 (stereo not drawn)	-8.1%	/
88	O=C(/C=C/c1ccc2c(c1)OCO2)Nc1ccc(N2CCCCC2)cc1	2.1%	0%
63	CC(=O)c1c(C)nc(-c2ccccc2)nc1NC(=O)Cc1ccccc1	1.2%	3%
78	CCN1C(=O)/C(=C2/Oc3ccc4ccccc4c3N2C)OC1=S	0.2%	2%
81	CCc1ccccc1N1CC23C=CC(O2)C(C(=O)O)C3C1=O (stereo not drawn)	4.3%	-5%
75	COc1ccc(C2Sc3nncn3N2Cc2ccc(C#N)cc2)cc1 (stereo not drawn)	2.9%	-10%
66	CCOC(=O)C1CCCCN1Cc1ccc(C(F)(F)F)cc1 (stereo not drawn)	-3.4%	/
82	Cc1ccc2oc(C(=O)Nc3cccnc3)c(C)c2c1	1.4%	5%
65	CCc1ccccc1NC(=O)c1cnccn1	6.9%	1%
64	CN=Cc1cc(-c2ccccc2)sc1O	-4.1%	-4%

# The list continues.
No.	Molecule	Hsp70 displacement	Rat MKP-3 inhibitors
91	CCCCSc1nc2sc3c(c2c(=O)n1Cc1ccccc1)CCCC3	4.7%	-2%
92	CCN1CCN(c2nc3sc4c(c3c3ncnn23)CC(C)CC4)CC1 (stereo not drawn)	-5.6%	-2%
93	Cc1nc2ccccc2n1/N=C/c1ccccc1	-2.2%	-1%
94	O=C1S/C(=C\c2ccc(-c3ccccc3[N+](=O)[O-])o2)C(=O)N1c1ccccc1	2.9%	5%
95	COCC(=O)OCn1nnc2ccccc2c1=O	-0.1%	-13%
96	CCOC(=O)c1cnc(SCc2cccc(C)c2)nc1N	-0.2%	/
97	O=C(O)C1CSC(c2ccncc2)N1 (stereo not drawn)	6.6%	-8%
98	Cc1nn(C)c(C)c1S(=O)(=O)N(CC(=O)NCc1ccco1)c1ccc(C(C)C)cc1	2.9%	-4%
99	N=c1n(CCN2CCCCC2)c2ccccc2n1CC(O)c1cccc(Br)c1 (stereo not drawn)	-4.6%	4%
100	O=C(O)c1cccc(NC(=O)c2cc3cc([N+](=O)[O-])ccc3oc2=O)c1	-1.6%	4%
101	CC(C)CNC(=O)c1cccc(Cn2cc(Cl)cn2)c1	-3.6%	2%
102	CC(=O)NS(=O)(=O)c1ccc(NC(=O)CCc2ccccc2)cc1	-0.1%	1%
103	CN1c2ccccc2C(C)(C)C12C=Cc1cc(O)ccc1O2 (stereo not drawn)	-25%	2%
104	CC(=O)NC(CCS(C)(=O)=O)C(=O)Nc1ccc(Oc2ccccc2)cc1 (stereo not drawn)	8.8%	-6%
105	O=C(CN1C(=O)c2ccccc2S1(=O)=O)N1CCN(c2ccccc2)CC1	3.2%	2%
106	CCOC(=O)c1c(-c2ccccc2)oc2ccc(OCC(=O)c3ccc(OC)cc3)cc12	0.2%	4%
107	CCC(=O)N1CCc2cc(S(=O)(=O)NC(C(=O)Nc3cccc(C)n3)C(C)C)ccc21 (stereo not drawn)	-2.1%	7%
108	Cc1cccc(N2CCN(C(=O)c3ccccc3)CC2)c1C	0.1%	-4%
109	Cc1cc(C(=O)Cn2nnc3ccccc3c2=O)c(C)n1-c1c(C)n(C)n(-c2ccccc2)c1=O	4.0%	-5%
110	O=C(c1ccccc1/S(=N/S(=O)(=O)c1ccccc1)N1CCOCC1)N1CCOCC1 (stereo not drawn)	8.1%	-12%
111	COC(=O)C1=C(C)NC(=O)/C1=C\c1ccc(F)cc1	-5.3%	3%
112	CCCC(=O)Nc1ccc(OCC(O)CNC(C)C)c(C(C)=O)c1 (stereo not drawn)	-2.6%	3%
